UDG counterscr – UDG inhibition counter-screen | FRET deamination/UDG coupled assay, UDG read, 4 h | 0.14% of 91,000 active | AID 1347430 | Potency, µM (highest dose often 115 µM), for inactives: at the highest dose activity change, negative = inhibition, usual class: inhibitors; also: nearly all actives have a fitted effect of over 65% in size
AID inhibitor – activation induced cytidine deaminase inhibition; Q9GZX7; AID deamination FRET fluorescence, UDG-coupled, 4 h; Potency, µM (titrated, usually from 115 µM), inactives show at the highest dose activity change, negative = inhibition, most hits filed as inhibitors; 0.32% of 91,000 active; AID 1347428; also: nearly all actives have a fitted effect of over 25% in size
Target sequence (Q9GZX7 whole entry, looked up): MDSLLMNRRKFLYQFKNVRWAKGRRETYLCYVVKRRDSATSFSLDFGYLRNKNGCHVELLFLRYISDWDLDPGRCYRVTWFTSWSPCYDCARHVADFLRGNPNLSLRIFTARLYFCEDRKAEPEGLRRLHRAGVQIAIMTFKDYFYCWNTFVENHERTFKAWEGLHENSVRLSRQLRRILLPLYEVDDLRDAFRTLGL
* = called active by the depositor; ? = inconclusive; [ ] = dose if it differs, or a comment. Calls follow the shape of the dose curve; as a rule, active = well fitted curve in the direction sought with a large enough effect; inconclusive = small, poorly fitted or top-dose-only effect, or another doubt; inactive = no such curve, though single readings can be large; an effect the other way counts as inactive or inconclusive. % is scaled to controls: 0 for no effect and ±100 for the full control effect; potency is read from the fitted curve at half-maximal effect. These rows are one share of the data; the hit share may differ from the screen's.

SMILES | UDG counterscr | AID inhibitor
Cc1nc2cc(NC(=O)c3ccc[n+]([O-])c3)ccc2o1 | -2% | 3%
CSc1ccccc1NC(=O)C1CC=CCC1 (centres undefined) | 2% | 3%
O=C(Cc1ccc(Cl)c(Cl)c1)NC1(c2ccccc2)CCC1 | -4% | 0%
CCOc1ccc(CN2CCc3nc(Nc4ccc5c(c4)OCCO5)ncc3C2)cc1 | 1% | 8%
Cc1ccc2c(=O)cc(C(=O)Nc3c(C)n(C)n(-c4ccccc4)c3=O)oc2c1C | -4%[57.5 µM] | -11%[57.5 µM]
Cc1c(C)n(Cc2ccc(F)cc2)c2ccc(C(=O)N3CCN(c4ccc(Cl)cc4)CC3)cc12 | 44%[activator] | ?
O=C(c1ccc2c(c1)N(Cc1ccccc1F)C(=O)c1ccccc1S2(=O)=O)N1CCCCC1 | -5% | -12%
Cc1cccc(C)c1Nc1c(-c2ccsc2)nc2ccccn12 | 2% | -20%
CCOc1ccc(CCNC(=O)c2nn(C)c3c2CSc2ccc(C)cc2-3)cc1OCC | -25% | -25%
CCCc1cc(=O)oc2cc(OCC(=O)Nc3cc(C)on3)ccc12 | 4% | 1%
CCc1cc(C(=O)Nc2cnn(Cc3ccc(F)cc3)c2)no1 | -1%[57.5 µM] | 1%[57.5 µM]
COc1ccccc1CNC(=O)c1cnn(-c2ccc(F)cc2F)c1C1CCN(C(=O)OC(C)(C)C)CC1 | 28% | -25%
O=C(OCc1cccc2ccccc12)c1cc2ccccc2[nH]1 | -3% | -5%
COc1ccc(C2C(C(=O)Nc3cccnc3)=C(C)Nc3nc(SCc4ccccc4)nn32)cc1 (centres undefined) | 7% | 17%
O=C(c1ccncc1)N(Cc1ccccc1)Cc1cc2ccccc2[nH]c1=O | 0% | -14%
CCC1CN(C(=O)Nc2ccccc2C(F)(F)F)c2ccccc2O1 (centres undefined) | -6%[57.5 µM] | 4%
O=C(Cn1c(=O)n(-c2ccc(Cl)cc2)c(=O)c2c3c(sc21)CCCCC3)Nc1cccc(Cl)c1 | 1% | 13%
CC1CCCN(c2nc3c(c(=O)[nH]c(=O)n3C)n2CCCSc2nc3ccccc3o2)C1 (centres undefined) | 2% | -18%
O=C(Nc1ccc2nc(SCC(=O)N3CCOCC3)sc2c1)c1cccc(F)c1 | 6%[57.5 µM] | 31%[activator]
O=S1(=O)C[C@H](N2CCN(c3ncccn3)CC2)[C@@H](S(=O)(=O)c2ccccc2)C1 | 3% | 2%
O=C(CSc1nc(=O)n(Cc2ccncc2)c2c1CCC2)Nc1ccc(F)cc1F | ? | 23%
COc1ccccc1C(=O)N1c2ncnn2C2(CCCCC2)[C@@H]2CCCC[C@@H]21 | -22% | -14%
Cc1cc(C(=O)NC(C)c2cccc(C(F)(F)F)c2)c(C)o1 (centres undefined) | -4% | -9%
O=C(Nc1cccc(C(F)(F)F)c1)C1CCN(c2nnc(-n3cccc3)s2)CC1 | -6% | 14%
O=C(O)CC1(CC(=O)NCCN2CCOCC2)CCCC1 | 0% | 6%
Cc1ccccc1CN1C(=O)c2ccccc2Sc2ccc(C(=O)N3CCOCC3)cc21 | -10%[57.5 µM] | ?
COCCn1c(C2CC(=O)N(c3cc(Cl)ccc3OC)C2)nc2ccccc21 (centres undefined) | 10% | -4%
Cc1ccccc1NC(=O)c1nc(-c2ccncc2)no1 | 18% | 7%
Nc1ncnc2c1c(I)cn2[C@@H]1C[C@H](N)[C@@H](O)[C@H]1O | -3% | 39%[activator]
COc1ccc(-c2onc(C)c2C)cc1S(=O)(=O)NCc1ccc(Br)cc1 | -22% | 3%
CCc1ccccc1N(C)C(=O)c1cn(-c2cccc(OC)c2)c(=O)c2ccccc12 | -2% | ?
CCN1CCN(CCCNC(=O)c2cnn(-c3ccccc3)c2C2CCN(C(=O)OC(C)(C)C)CC2)CC1 | -5% | -3%
COc1ccc(CNC(=O)Cn2c(SCC(=O)N(C)c3ccccc3)nc3ccccc32)cc1 | ? | -25%
O=C(NC1CCCCCC1)C1(Cc2nc3ccccc3s2)CCCC1 | 7% | -9%
Cc1ccccc1OCc1ccc(-c2nc(C#N)c(NCc3cccnc3)o2)o1 | -4% | 4%
O=S(=O)(c1ccc(Cl)cc1)c1nc(-c2cccs2)oc1SCc1ccc(F)cc1 | -11% | 32%[activator]

Compounds from the list above with an aryl thioether with sulfur outside any ring:
SMILES | UDG counterscr | AID inhibitor
CSc1ccccc1NC(=O)C1CC=CCC1 (centres undefined) | 2% | 3%
COc1ccc(C2C(C(=O)Nc3cccnc3)=C(C)Nc3nc(SCc4ccccc4)nn32)cc1 (centres undefined) | 7% | 17%
CC1CCCN(c2nc3c(c(=O)[nH]c(=O)n3C)n2CCCSc2nc3ccccc3o2)C1 (centres undefined) | 2% | -18%
O=C(Nc1ccc2nc(SCC(=O)N3CCOCC3)sc2c1)c1cccc(F)c1 | 6%[57.5 µM] | 31%[activator]
O=C(CSc1nc(=O)n(Cc2ccncc2)c2c1CCC2)Nc1ccc(F)cc1F | ? | 23%
COc1ccc(CNC(=O)Cn2c(SCC(=O)N(C)c3ccccc3)nc3ccccc32)cc1 | ? | -25%
O=S(=O)(c1ccc(Cl)cc1)c1nc(-c2cccs2)oc1SCc1ccc(F)cc1 | -11% | 32%[activator]

Continuation.
SMILES | UDG counterscr | AID inhibitor
CC(C)OCCCNC(=O)c1ccc(Cn2c(=O)c3cccn3c3cccnc32)cc1 | -4% | 7%
CC1CCN(CCNC(=O)c2n[nH]c(=O)c3ccccc23)CC1 | 2% | 8%
Nc1cccc(OCc2ccccc2)c1 | -1% | -5%
CC(C)SCC(=O)Nc1cc(C(C)(C)C)ccc1O | 1% | -3%
COc1ccc(S(=O)(=O)c2cn(Cc3ccccc3)c3cc(N4CCCC4)c(F)cc3c2=O)cc1 | -1% | ?
CCOc1ccccc1NC(=O)C1CCN(S(=O)(=O)c2ccc3c(c2)CCCN3C(C)=O)CC1 | -2% | -13%
Cn1cc(C(=O)N2CCN(c3cccc(C(F)(F)F)c3)CC2)c2c3ccccc3n(C)c2c1=O | 79µM* | ?
CCCCN(C)C(=O)C1CCCN(c2ncnc3onc(C)c23)C1 (centres undefined) | -12% | -16%
Cc1nc2sccn2c(=O)c1S(=O)(=O)Nc1cc(C(F)(F)F)ccc1Cl | ? | -22%
COc1cccc(/C=C2\Oc3cc(OC(=O)C(C)(C)C)ccc3C2=O)c1OC | -11% | -7%
S=C(S)OC1CC2CC1C1CCCC21 (centres undefined) | -1% | 3%
COc1ccc(C2C(C#N)=C(SCc3ccccc3)NC3=C2C(=O)CC(C)(C)C3)cc1OC (centres undefined) | 7% | -2%
COc1ccc(CC(=O)NCc2nc3cccnc3n2Cc2ccc(C)cc2)cc1 | 15% | 28%
COc1cc(Cl)c(C)cc1NC(=O)C1CCCN(c2ncnc3onc(-c4ccc(F)cc4)c23)C1 (centres undefined) | 2% | -1%
CCOCCCNC(=O)c1ccc(NC(=O)N2CCCCc3ccccc32)cc1 | -22% | ?
CCc1cc2c(cc3c(=O)n(CC(=O)N4CCC(C)CC4)nc(CC)n32)s1 | -15% | -18%
CCCS(=O)(=O)NC(C)C(=O)O (centres undefined) | -2% | -1%
Cc1ccc(N(CC(=O)O)CC(=O)O)cc1 | -3% | 50%[activator]
Cc1cccc(CSc2nc(-c3cccc(C)c3)nc3c2Cc2c(CO)cnc(C)c2O3)c1 | 1% | -4%
CCC(C)NC(=O)c1ccc(Cn2c(=O)c3cccn3c3cccnc32)cc1 (centres undefined) | 0% | -8%
COc1cccc(CN2c3ccccc3-c3nc(SCC(=O)Nc4ccccc4Cl)ncc3S2(=O)=O)c1 | -2% | 97%[activator]
CCOc1cc(C(=O)Nc2ccc3oc(-c4ccc(CC)cc4)nc3c2)cc(OCC)c1OCC | ? | -24%
Cc1cccc(/C=C(/C(=O)N2CCCC(C)C2)c2cccs2)c1 (centres undefined) | -3% | -12%
CCOc1ccc(NC(=O)CN2C(=O)CC(C)Sc3ccccc32)cc1 (centres undefined) | -1% | -10%
CC(C)(C)c1ccc(O)c(NC(=O)c2cc[n+]([O-])cc2)c1 | 4% | -1%
CCC1=Nc2cc(C(=O)NCc3ccccc3OC)ccc2Sc2ccc(Cl)cc21 | 1% | 10%
COc1ccc(NC(=O)c2sc3nc4c(c(-c5ccco5)c3c2N)CCCCC4)c(OC)c1 | -8% | 10%
Cc1ccc(NC(=O)c2cccc3c(=O)c4c([nH]c23)CCCC4)c(C)c1 | 0% | 1%
CCOc1ccc(NC(=O)c2c(NC(=O)Cc3ccccc3)sc3c2CCC(C)C3)cc1 (centres undefined) | -15% | 3%
Cc1nc(-c2ccncc2)[nH]c(=O)c1CC(=O)N(C)C1CCCC1 | -2% | 3%
NS(=O)(=O)c1ccc(N/N=C/c2ccco2)c([N+](=O)[O-])c1 | -8% | -7%
CCCCCC1CCC(c2ccc(-c3ccccc3)cc2)=CC1=O (centres undefined) | -5% | -7%
COc1ccc(C2CC(=O)N(Cc3cccc(C)c3)c3c2c(C)nn3-c2nc(C)cc(C)n2)c(OC)c1 (centres undefined) | 4% | -9%
Cc1csc(CNC(=O)c2ccccn2)n1 | 7% | -2%
COc1cccc(-c2cc(C(=O)Nc3cc(Cl)ccc3O)on2)c1 | 1% | 2%
O=S(=O)(NCc1ccco1)c1cccs1 | 12% | 6%

Reformatted as a markdown table: 5 of the compounds above
| canonical_smiles | UDG counterscr | AID inhibitor |
| --- | --- | --- |
| NS(=O)(=O)c1ccc(N/N=C/c2ccco2)c([N+](=O)[O-])c1 | -8% | -7% |
| CCCCCC1CCC(c2ccc(-c3ccccc3)cc2)=CC1=O (centres undefined) | -5% | -7% |
| COc1ccc(C2CC(=O)N(Cc3cccc(C)c3)c3c2c(C)nn3-c2nc(C)cc(C)n2)c(OC)c1 (centres undefined) | 4% | -9% |
| Cc1csc(CNC(=O)c2ccccn2)n1 | 7% | -2% |
| COc1cccc(-c2cc(C(=O)Nc3cc(Cl)ccc3O)on2)c1 | 1% | 2% |

Carrying on.
SMILES | UDG counterscr | AID inhibitor
COc1ccc(OC)c(CN2CCN(C/C=C/c3ccccc3)CC2)c1 | -15% | 9%
CC(Cl)C(=O)Nc1ccccc1C(C)C (centres undefined) | 4% | 2%
CCOc1ccc(NC(=O)C2CCN(c3nnc(-n4c(C)ccc4C)s3)CC2)cc1 | -9% | 6%
CCN1CCN(C(=O)C2CC(C)=C(C)CC2C(=O)O)CC1 (centres undefined) | 3% | 0%
COc1ccccc1-c1noc(CSc2nnc(-c3cccs3)n2C2CC2)n1 | -6% | -10%
CCCOc1ccc(NC(=O)CC2C(=O)N(c3ccc(Cl)cc3)C(=O)N2CCc2ccncc2)cc1 (centres undefined) | -2%[57.5 µM] | 12%
CCNC(=O)Cn1c(C)c(Br)c2ccccc21 | 2% | 1%
CC1(C)C=C(CC(=O)O)CC(C)(C)N1 | -17% | -16%
Cc1cc2nc(-c3ccc(OCc4ccccc4F)cc3)cc(C(F)(F)F)n2n1 | -3% | -3%
CC(C)(C)c1ccc(C(O)CCCN2CCC(C(O)(c3ccccc3)c3ccccc3)CC2)cc1 (centres undefined) | -13% | -13%
CC(C)C(=O)NC(Nc1ccc(Cl)cc1)C(Cl)(Cl)Cl (centres undefined) | 0% | -9%
CC(C)NC(=O)c1ccc(I)cc1 | -2% | 6%
COc1cccc(OC)c1Cn1nnc2c(=O)[nH]c(C3CCN(C(=O)c4ccccc4)CC3)nc21 | -5% | 1%
Cc1cc(C)c2c(=O)cc(C(=O)Nc3ccc(S(=O)(=O)N(C)c4ccccc4)cc3)oc2c1 | -8% | -11%
CC(OC(=O)c1ccc2ccccc2n1)C(=O)c1ccc(Cl)cc1 (centres undefined) | -8% | -11%
CCOc1ccc(S(=O)(=O)N(CC)CC(=O)NCC2CCCO2)cc1Cl (centres undefined) | 19% | 5%
CC(=O)c1ccc(C(=O)N(C)Cc2ccc(F)cc2)s1 | -3% | 34%[activator]
Cc1ccc(Cn2c(Sc3ncccn3)nc3c2c(=O)[nH]c(=O)n3C)cc1 | 1% | 0%
CC(OC(=O)C1CCC1)C(=O)NC(N)=O (centres undefined) | -6% | 1%
Ic1ccc(-c2noc(-c3ccco3)n2)cc1 | 2% | -3%
COc1ccc(C2CC(=O)c3cc(-c4nc(-c5cccc([N+](=O)[O-])c5)cs4)c(=O)n(-c4ccccc4)c3C2)cc1 (centres undefined) | 4% | 10%
CCCCC(=O)Nc1ccc2oc(-c3ccc(OC)cc3)nc2c1 | ? | -4%
COc1ccc2oc(=O)c(-c3cn4ccc(C)cc4n3)cc2c1 | -2% | 18%
Cc1cccc(NC(=O)C(C#N)=C2CCCC2)c1 | 2% | 8%
Cc1onc(-c2ccccc2Cl)c1C(=O)Oc1ccc(Br)cc1 | -7% | 17%
Cc1ccc2c(=O)c(C(=O)c3ccc(F)cc3)cn(CC(=O)NCCc3ccccc3)c2n1 | 14% | 5%
COc1cccc(N2CC(NC(=O)COc3ccccc3F)CC2=O)c1 (centres undefined) | -5% | 3%
NS(=O)(=O)c1cccc2c1c([N+](=O)[O-])cc1nc(O)c(O)nc12 | -5% | 4%
CC(C)Cn1nc(C(=O)Nc2ccc3nc(N4CCOCC4)sc3c2)c2ccccc2c1=O | 10% | 1%
O=c1c2c3c(sc2n(Cc2cc(=O)n4ccccc4n2)c(=O)n1-c1ccc(Cl)cc1)CCC3 | -6%[57.5 µM] | 1%
COc1ccccc1OCC(=O)NCC(c1ccc(Cl)cc1)N1CCOCC1 (centres undefined) | -4% | 1%
Cc1cc(C)cc(NC(=O)Cc2nc(-c3cccs3)oc2C)c1 | -7% | -10%
COc1ccc(CN2CCc3c(c(=O)n4ncc(C(=O)N5CCN(c6ccccc6F)CC5)c4n3C)C2)cc1 | 0% | ?
CCCOc1ccc(CNC2CC2)cc1 | -1% | -5%

Bioassay records from PubChem.
